Screens (PubChem)
PNC assembly inh: blocks assembly of the perinucleolar compartment | 3.1% of 140,000 active | AID 2417 | PC3M PTB-GFP, PNC prevalence imaging, 16 h; active compounds read low | activity change (PNC), negative = inhibition, % at 10 µM;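 active = readout at or below -70, meaning at least 70% loss of cells showing the perinucleolar compartment, a nuclear body marking cancer cells; inconclusive = readout between -30 and a set limit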;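 also: plate controls were DMSO wells for no effect and camptothecin positive control wells for full effect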
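PC3M cells stably expressing PTB-GFP, 750–1000 cells/well, treated 16 h at 37 °C with compound (23 nl of library stock), in duplicate. After paraformaldehyde fixation and Hoechst stain, imaged at 20x; PNC prevalence scored by image analysis.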
IMPase cell inh: membrane-permeable compound that blocks inositol monophosphatase; AID 901; 120,000 tested, under 10 active; CHO-M1 cells, IP1 accumulation, HTRF TR-FRET ratio; inhibition (IP1 accumulation), % at 46.1 µM; active = well fitted curve in the direction sought with a large enough effect in the signal ratio, not every such curve was filed as active; inconclusive = small, poorly fitted or top-dose-only effect, or a change in a side signal; inactive = no such curve, though single readings can be large or run the other way; the % refers to the signal ratio;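 also: cells stimulated with carbachol in lithium chloride buffer; plate controls were DMSO basal wells for no effect and reference inhibitor wells for full effect; higher means more IMPase inhibition seen as more IP1 and lower FRET ratio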
Target sequence (P97697 whole entry, looked up): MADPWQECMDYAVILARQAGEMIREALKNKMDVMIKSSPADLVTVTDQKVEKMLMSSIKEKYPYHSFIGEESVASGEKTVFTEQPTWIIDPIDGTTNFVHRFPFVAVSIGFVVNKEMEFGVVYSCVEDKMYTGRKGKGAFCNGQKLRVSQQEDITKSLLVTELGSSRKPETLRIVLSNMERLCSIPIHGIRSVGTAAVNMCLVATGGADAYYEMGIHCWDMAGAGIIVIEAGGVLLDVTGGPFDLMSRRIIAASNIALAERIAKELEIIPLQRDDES
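The IP-One HTRF competitive assay in carbachol-stimulated CHO-M1 cells quantifies cellular IP1. Compounds spanned up to 46 uM final, and activity is expressed as AC50 from concentration-response fits of the ratio and donor data.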
15-hLO-2 inh: blocks human 15-lipoxygenase 2 activity; O15296; purified 15hLO-2, xylenol orange hydroperoxide absorbance; Potency, µM (highest dose often 57.1 µM), for the others: at the highest dose activity change, negative = inhibition, usual class: inhibitors; 0.56% of 110,000 active; AID 881; also: potency is read from the fitted curve at half-maximal effect; nearly all actives have a fitted effect of over 60% in size; many of its hits are not listed in these tables
Target sequence (O15296 whole entry, looked up): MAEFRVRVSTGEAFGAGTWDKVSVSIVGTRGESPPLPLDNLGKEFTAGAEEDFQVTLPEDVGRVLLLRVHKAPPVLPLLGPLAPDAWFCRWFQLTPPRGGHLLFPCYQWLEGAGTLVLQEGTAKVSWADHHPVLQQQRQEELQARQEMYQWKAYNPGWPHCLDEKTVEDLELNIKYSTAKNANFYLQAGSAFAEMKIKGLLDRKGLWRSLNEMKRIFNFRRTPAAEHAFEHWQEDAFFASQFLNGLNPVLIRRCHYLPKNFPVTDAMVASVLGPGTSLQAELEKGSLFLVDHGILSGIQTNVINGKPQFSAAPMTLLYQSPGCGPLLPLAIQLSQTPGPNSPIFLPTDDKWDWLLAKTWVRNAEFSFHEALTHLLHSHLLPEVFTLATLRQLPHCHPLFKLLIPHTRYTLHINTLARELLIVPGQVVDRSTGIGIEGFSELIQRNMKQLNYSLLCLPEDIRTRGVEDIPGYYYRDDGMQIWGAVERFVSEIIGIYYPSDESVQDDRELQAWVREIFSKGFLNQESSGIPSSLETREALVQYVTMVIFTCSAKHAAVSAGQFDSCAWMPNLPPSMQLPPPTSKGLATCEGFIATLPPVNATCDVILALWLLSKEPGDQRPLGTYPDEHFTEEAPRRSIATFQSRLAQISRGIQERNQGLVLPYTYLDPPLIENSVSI
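Read-out: hydroperoxide product oxidises ferrous iron, measured as xylenol orange complex via the 573-to-405 nm absorbance ratio after 30 min. Reaction: 50 nM enzyme, 15 min compound preincubation, 45 uM arachidonic acid, 90 min RT, Hepes pH 7.5 with Triton X-100.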
12-hLO inh: blocks human 12-lipoxygenase activity; P18054; 0.12% of 150,000 active; purified 12-hLO, xylenol orange hydroperoxide absorbance; Potency, µM (titrated, usually from 57.1 µM), inactives show at the top dose activity change, negative = inhibition, most hits filed as inhibitors; also: potency is read from the fitted curve at half-maximal effect; nearly all actives have a fitted effect of over 55% in size; many of its hits are not listed in these tables
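150 nM 12hLO, 25 mM Hepes pH 7.0 + 0.01% Triton X-100; cpd preinc 15 min RT; 40 uM arachidonic acid, 30 min RT; Fe-XO 30 min; A573/A405 ratio as read-out.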
* hit, by the source's call; u = inconclusive; x = no result given; [ ] = remark or other dose. Unless noted, calls follow the shape of the dose curve; as a rule, active = well fitted curve in the direction sought with a large enough effect; inconclusive = small, poorly fitted or top-dose-only effect, or another doubt; inactive = no such curve, though single readings can be large; an effect the other way counts as inactive or inconclusive. Unless noted, % is scaled to controls: 0 for no effect and ±100 for the full control effect. Not all compounds are listed; the hit share may differ from the screen's.

SMILES	PNC assembly inh	IMPase cell inh	15-hLO-2 inh	12-hLO inh
COc1ccc(C(=O)N2CCC3(CC2)CN(c2ccc(-c4ccccc4)cc2)C3)cc1	x	x	-3%	-1%
Cc1ccc2c(CN3CCCc4ccccc43)cc(=O)oc2c1C	u	-4	-4%	-19%
CCn1c(=N)c(C(=O)NCCCOC)cc2c(=O)n3cccc(C)c3nc21	-15	u	-24%	-17%
Cc1ccsc1/C=N/Nc1nc2ccccc2[nH]1	96	1	x	-7%
Clc1ccc(C2[C@H]3CN(Cc4cccnc4)[C@H](c4ccccc4)C34CC2(c2ccccc2)C4)cn1 (stereo not given in full)	x	x	43%[activator]	1%
CCCCn1c(=O)c(CCC(=O)OCC(=O)Nc2ccc(F)c(Cl)c2)nc2ccccc21	8	x	x	-1%
CCOC(=O)c1c(NC(C)=O)sc2c(O)c(Br)ccc12	-81*	1	-26%	3%
CCc1ccccc1NC1c2ccccc2C(=O)N1c1cc(C)ccn1 (stereo not given)	u	-5	x	3%
Cc1ccc(Cl)cc1NC(=O)c1cnn2c1NC(c1ccco1)CC2C(F)(F)F (stereo not given)	-11	9	1%	-2%
COc1ccc(OC)c(C(=O)c2ccc(C(=O)N3CCCCC3)cc2)c1	96	4	x	3%
CCCC[C@@H]1C[C@H]1C(NC(=O)c1ccccc1)c1ccc(-c2ccccc2)cc1 (stereo not given in full)	x	x	12%	-2%
CCCCOc1ccc(-c2nnn(CC(=O)c3c[nH]c4ccccc34)n2)cc1	-13	7	-15%	0%
Cc1nn(C(=O)c2nn(C)cc2Cl)c(C)c1Br	-27	x	x	-2%
CCC(C)(C)NC(=O)CN(C(=O)CNS(=O)(=O)c1ccccc1)c1ccccc1	u	u	-1%	2%
CCOC(=O)Cc1csc(NC(=S)NC(=O)c2ccccc2)n1	17	x	x	-4%
CC(=O)Nc1ccc(NC(=O)C(C)c2cccc(C(=O)c3ccccc3)c2)cc1 (stereo not given)	30	x	x	-3%
O=C(NC1CCCCCCC1)c1cnccn1	u	-2	3%	1%
Cc1oc(-c2ccc(Cl)cc2)nc1CS(=O)CC(=O)NCCCN(C)C1CCCCC1 (stereo not given)	-19	1	37%[activator]	-5%
CCCn1c2ccccc2c2nnc(SCc3[nH]c(=O)[nH]c3C(=O)CCCCC(=O)OCC)nc21	11	0	x	-2%
CN(C1=NC(=O)C(CC(=O)Nc2ccc(Br)cc2)S1)c1ccc(O)cc1 (stereo not given)	-9	0	-12%	-24%
CCOC(=O)c1[nH]c2ccc(OC)cc2c1NC(=O)c1ccc2c(c1)OCO2	2	5	-15%	u
Cc1ccc(/C=N/N2C(=O)c3ccccc3NC2c2ccc(C)cc2)cc1 (stereo not given)	10	0	x	-1%
COc1ccc2c(c1)OCC(Cc1ccc(OC)c(O)c1)C2=O (stereo not given)	x	x	-10%	-1%
CCC(=O)Nc1ccc(NC(=O)c2ccc3c(c2)OCO3)cc1	-3	9	-3%	0%
Cc1nn(C)cc1CNC(=O)c1cc2n(n1)C(C(F)(F)F)CC(c1cccs1)N2 (stereo not given)	18	-5	5%	1%
Cc1cnc(NC(=O)CN2C(=O)C3CC=CCC3C2=O)s1 (stereo not given)	0	-1	4%	-9%
Cc1ccc(S(=O)(=O)N(C)Cc2ccc(C(=O)N/N=C3\CCCC(=O)C3)cc2)cc1	31	x	x	-4%
COC(=O)CNc1nc(OC)nc(N(C)C)n1	-5	3	4%	2%
COc1ccc2c(c1)c(CCN1C(=O)c3ccccc3C1=O)cn2C(=O)c1ccco1	-3	-10	-6%	-3%
CC1=C(C(=O)Nc2ccccc2)C(c2ccc(C)o2)N2C(=O)CSC2=N1 (stereo not given)	18	12	2%	-3%
C/C(=N\NC(=O)C1CCCN(S(=O)(=O)c2ccccc2)C1)c1ccccn1 (stereo not given)	-10	10[1.84 µM]	20%[11.4 µM]	3%
OCC(CO)(CO)NCc1ccc(-c2ccccc2)cc1	2	-8	x	4%
O=C(/C=C/c1ccccc1)N1CCN(c2ccccn2)CC1	40	-5	-11%	1%
Nc1c(C(=O)NCc2ccc(F)cc2)c2nc3ccccc3nc2n1CCCN1CCOCC1	5	8	6%	-4%
O=C(CCc1ccc(O)cc1)c1c(O)cc(O)cc1O[C@H]1OC(CO)C(O)C(O)C1O (stereo not given in full)	x	x	4%	-4%
O=C(NCc1cccnc1)c1noc2c1CCCC2	-6	7	-1%	4%
CCCCNc1c2c(nc3c(-c4ccccc4)c(C)nn13)CCC2	-9	3	38%[activator]	13%
CCC(C)(C)NC(=O)c1cc([N+](=O)[O-])ccc1N1CCOCC1	19	0	x	-6%
COC(=O)c1ccccc1OCCOCCOc1cccc2cccnc12	u	x	x	0%
Cc1ccccc1NC(=O)Nc1cc(S(N)(=O)=O)ccc1C	u	3	3%	-2%
COCCCNC(=O)Cn1nnc(-c2ccc(NC(=O)c3ccc(F)cc3)cc2)n1	-16	u	u	-1%
Cc1nc2cc(S(=O)(=O)C(F)(F)F)ccc2s1	-8	14	-1%	-3%
CCc1nc(N[C@H](C(=O)O)C(C)CC)c2oc3ccccc3c2n1 (stereo not given in full)	25	-6	0%	-1%
Cc1nc(NC(=O)c2ccc(Br)s2)sc1C(=O)N(C)C	u	-4	4%	3%
COc1cc(C(=O)NNC(=O)c2ccc(S(=O)(=O)N3CCCCC3)cc2)cc(OC)c1OC	u	x	x	1%
COc1ccc(N2CCN(C(=O)c3ccc(Oc4ccc(C(F)(F)F)cn4)cc3)CC2)cc1	27	2	-6%	3%
O=C(NC(Cc1ccccc1)C(=O)O)c1ccc(S(=O)(=O)N2CCOCC2)cc1 (stereo not given)	38	-3	-3%	13%
COc1ccccc1NC(=O)[C@H](COCc1ccccc1)NC(=O)OC(C)(C)C	32	1	-4%	-7%
Cc1cccc(CSC2=NN3CCCC(=O)N=C3S2)c1	-3	x	x	-6%
COc1ccc(OC)c(NC(=O)CSc2nnc(N)s2)c1	-16	15	-4%	1%
Cc1cc(C(=O)c2ccc(Cl)cc2)c(NC(=O)CCl)s1	33	-3	x	2%
C=CCN=c1scc(-c2ccc(F)cc2)n1/N=C/c1ccccn1	u	25	x	-4%
COc1ccc(NC(=O)CN(c2ccc([N+](=O)[O-])cc2)S(=O)(=O)c2ccccc2)c(OC)c1	5	-2	x	-7%
CCc1sc(C(=O)Nc2ccc(F)cc2C)cc1C	-15	u	x	2%
CCCc1nc(SCC(N)=O)[nH]c(=O)c1CC	-26	-5	-2%	5%
Cc1ccc(Nc2nnc(SCC(=O)NCCN3C(=O)CSC3=O)s2)cc1	-17	4	x	-6%
CCOc1ccccc1NC(=O)C(CC(C)C)NC(=O)C1CCC(C)CC1 (stereo not given)	-11	1	-1%	2%
Cc1cc(C)nc(SCc2nnc(SCC(=O)Nc3c(C)cccc3C)o2)n1	u	-27[0.369 µM]	x	-5%
COC(=O)c1c(N)sc(C(=O)N2CCOCC2)c1C	u	-7	-2%	-3%
Cc1ccc(-c2nc(C)sc2CC(=O)NCc2ccco2)cc1	16	9	-7%	-5%

Fetched by structure from the entries so far, 4 records:
SMILES	PNC assembly inh	IMPase cell inh	15-hLO-2 inh	12-hLO inh
C=CCN=c1scc(-c2ccc(F)cc2)n1/N=C/c1ccccn1	u	25	x	-4%
Cc1cccc(CSC2=NN3CCCC(=O)N=C3S2)c1	-3	x	x	-6%
COc1ccccc1NC(=O)[C@H](COCc1ccccc1)NC(=O)OC(C)(C)C	32	1	-4%	-7%
Cc1ccc(-c2nc(C)sc2CC(=O)NCc2ccco2)cc1	16	9	-7%	-5%

Printed as active in PNC assembly inh (from the list above):
SMILES	PNC assembly inh	IMPase cell inh	15-hLO-2 inh	12-hLO inh
CCOC(=O)c1c(NC(C)=O)sc2c(O)c(Br)ccc12	-81*	1	-26%	3%

The list goes on.
SMILES	PNC assembly inh	IMPase cell inh	15-hLO-2 inh	12-hLO inh
CCn1c(=O)c(=O)[nH]c2cc(C(=O)NCC3CCCCC3)ccc21	u	x	x	1%
CCC(C)N(C(=O)C(F)(F)F)C(C(=O)NC1CCCCC1)c1ccncc1 (stereo not given)	-28	-8	x	-4%
CCSc1nc2c(sc3nc(C)cc(C)c32)c(=O)[nH]1	-13	-7[1.84 µM]	4%[11.4 µM]	-5%
CCOC(=O)C1=C(NC#N)OC(C)=C(C)C1c1ccc(O)cc1 (stereo not given)	u	0	5%	0%
Cc1cc(C)n2nc(C(=O)NCc3ccccc3)nc2n1	u	5	-3%	-4%
CCn1ncc(C2=NOC(C(=O)Nc3ccc4c(c3)OCO4)C2)c1C (stereo not given)	-19	-5	-1%	-4%
CCn1c(SCC(O)c2ccccc2)nnc1-c1ccccc1 (stereo not given)	-4	x	x	-4%
CCOC(=O)N1CCC2(CC1)C(C#N)=C(N)Oc1c2sc2nc(C)cc(C)c12	40	12	-10%	-7%
Cc1cc([N+](=O)[O-])cc2c1NCC1CC=CC21 (stereo not given)	u	x	x	-5%
COc1ccc2[nH]c(I)c(CCNC(C)=O)c2c1	x	1	-3%	-7%
Cc1nnsc1C(=O)Nc1ccccc1	-18	x	x	-3%
Cc1ccc(C)c(OCC(O)CN2CCN(CCN3C(=O)c4cccc5cccc(c45)C3=O)CC2)c1 (stereo not given)	81	x	x	-9%
CCc1ccc(NC(=O)CSc2n[nH]c(C)c2[N+](=O)[O-])cc1	20	x	x	1%
CCOc1ccc(CNc2ccc(N3CCOCC3)c(C(=O)O)c2)cc1	-18	6	-5%	1%
Cn1cccc1/C=C1\CCC/C(=C\c2cccn2C)C1=O	9	5	u	-22%
Brc1ccc(/C=N/N2CCN(C3c4ccccc4-c4ccccc43)CC2)s1	11	16	17%	-1%
c1ccc(C2Nc3ccccc3-c3nc4ccccc4n32)nc1 (stereo not given)	10	-1	-9%	1%
CCC(C)NC(=O)c1cc(CC(C)C)on1 (stereo not given)	11	3	x	-1%
O=C(CSc1ccc(-c2cccs2)nn1)N1CCCCCC1	u	-18	x	2%
COc1ccc(NC(=O)N2CC[C@@]3(CCCN(C(=O)c4ccco4)C3)C2)cc1	x	x	5%	-3%
COc1ccc2cc(C(C)CO)ccc2c1 (stereo not given)	x	x	-2%	-2%
O=C1OCCN1C(=O)[C@H]1[C@H](c2ccc(F)cc2)C(c2ccc(F)cc2)=NN1c1ccccc1	18	x	-3%[0.0915 µM]	-2%[0.00818 µM]
N#C/C(=C\c1c(N2CCCCC2)nc2ccccn2c1=O)C(=O)NCc1ccco1	-15	x	x	-10%
Cc1ccc(-c2nn(C)c(=O)c3ccccc23)cc1CNC(=O)c1ccco1	-26	5	1%	-6%
COc1ccc2nc(NC(=O)CSc3nnc(N)s3)sc2c1	u	5	x	1%
COC(=O)c1ccccc1NC(=O)Cn1nc2n(C)c3ccccc3n2c(=O)c1=O	12	x	x	-3%
O=C1CCSc2cccc3cccc(c23)N1	-28	0	-6%	-1%
Cc1ccc(NC(=O)c2ccc(OC(=O)CCN3C(=O)c4ccccc4C3=O)cc2)cc1	-27	-7	-27%	4%
Fc1cccc(CSc2ncnc3c2ncn3[C@H]2CCCS2)c1	x	x	-8%[11.4 µM]	-3%[11.4 µM]
CC1CCN(c2ncnc3ccccc23)CC1	243	-3	x	0%
CC(C)(C)OC(=O)NCC(=O)NCC(=O)OCc1ccccc1	-4	-5	0%	3%
Cc1ccccc1OCC(=O)O/N=C(\N)Cc1ccc(Cl)cc1	5	-1	0%	-5%
O=C(O)CN1C(=O)CCS(=O)c2ccccc21 (stereo not given)	-24	9	-2%	0%
CCN(CC)CCNC(=O)C12CC3CC(C)(CC(C)(C3)C1)C2	u	7	16%	5%
O=C(Nc1cccc(F)c1)N1CCCC2(CCNCC2)C1	x	x	10%	4%
Cc1ccc(-c2nc(N)n(C(=O)Cc3ccccc3)n2)cc1	u	-14	5%	1%
